Bioassay records from PubChem.
rCAG binder: binds r(CAG) RNA repeats; r(CAG) RNA repeat, TO-PRO-1 dye displacement fluorescence; inhibition, % at 3 µM; 370,000 compounds, 1.3% hits;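 active = inhibition above the plate cutoff, the mean of all test compounds on that plate plus 3 SD, cut at about 35% in these data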;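 also: 0% = DMSO alone and 100% = 100 µM mitoxantrone as full dye displacement; higher means more dye released from RNA so lower well fluorescence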
NR1D1 modulator: modulators of human Rev-erb alpha DNA binding | P20393 | Rev-erbα–FITC-DNA binding, fluorescence polarization, 90 min | activity, % at 10 µM | 370,000 compounds, 0.79% hits | AID 1259318;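 active = activity above about 14%, limit read from the data; passing the limit was not always enough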;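 also: 0% = DMSO wells with 35 nM protein and 100% = DMSO wells with 750 nM protein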
PRMT1 FP inh: inhibitors of human PRMT1 | Q99873 | recombinant PRMT1, activity-based probe fluorescence polarization | inhibition, % at 2.79 µM | 370,000 compounds, 1.3% hits | AID 652257;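 active = inhibition above about 21% made by adding two undisclosed values, limit read from the data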
HTRA1 inhibitor: blocks human HTRA1 serine peptidase; AID 504803; recombinant HTRA1, FP-rhodamine activity-based probe, fluorescence polarization; Q92743; 340,000 compounds, 0.5% hits; inhibition, % at 5.96 µM; in the data active = inhibition above about 36%;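 also: 0% = enzyme with DMSO and 100% = wells lacking enzyme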
LEDGF integ inh: blocks HIV-1 LEDGF/p75-dependent DNA integration; TR-FRET IN-LEDGF/p75 DNA integration, Eu/Cy5; inhibition, % at 3.7 µM; 370,000 compounds, 0.64% hits;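 active = inhibition above the screen-wide mean plus 3 SD, cut at about 13% in these data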;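 also: signal is the Cy5 over europium emission ratio at 671 and 618 nm; 0% = plate median of compound wells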
PG9 Ab binder: PG9 antibody binding by small molecule; inhibition, % at 6.7 µM; TR-FRET gp120-PG9 antibody binding; 360,000 compounds, 0.43% hits; in the data active = inhibition above about 8.5%
TCR CD3 inh: inhibitors of human TCR-CD3 interaction; TAMRA-labeled TCR probe fluorescence, biochemical; 360,000 compounds, 0.37% hits; AID 651800; inhibition, % at 9.4 µM; in the data active = inhibition above about 19%;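 also: recombinant mutant TCR 2C K166C tagged with TAMRA read by polarization; 0% = receptor in buffer alone and 100% = receptor with positive control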
mABHD4 FP: inhibitors of mouse ABHD4; 370,000 compounds, 0.54% hits; purified mABHD4, FP-Rh probe fluorescence polarization; AID 720543; inhibition, % at 8.92 µM; Q8VD66;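 active = inhibition exceeding the mean over every tested compound plus 3 SD, cut at about 30% in these data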;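 also: 0% = plate median of compound wells and 100% = S159A mutant with DMSO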
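Assay system: wild-type mouse ABHD4 protein; compound: single nominal dose of 8.92 µM, 0.89% DMSO final; schedule: 45 min + 60 min at 25 °C; measured by: FP readout, ex 525 nm / em 598 nm; evaluation: % inhibition of FP-Rh probe binding versus controls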
MBD2 inh: blocks human MBD2 binding to methylated DNA; Q9UBB5; TR-FRET, MBD2 binding to methylated oligonucleotide; inhibition, % at 4.4 µM; 370,000 compounds, 0.31% hits; in the data active = inhibition above about 13%
UHRF1 MBD2 ctr: human UHRF1 methylated DNA binding inhibitors; Q96T88; UHRF1 binding to methylated oligo, TR-FRET; AID 687016; inhibition, % at 4.4 µM; 370,000 compounds, 0.75% hits; in the data active = inhibition above about 21%;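 also: UHRF1 SRA domain binding a hemimethylated CpG hairpin DNA probe; 0% = median of test compound wells and 100% = reference inhibitor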
Target sequence (Q96T88 whole entry, looked up, the tested form may be a part): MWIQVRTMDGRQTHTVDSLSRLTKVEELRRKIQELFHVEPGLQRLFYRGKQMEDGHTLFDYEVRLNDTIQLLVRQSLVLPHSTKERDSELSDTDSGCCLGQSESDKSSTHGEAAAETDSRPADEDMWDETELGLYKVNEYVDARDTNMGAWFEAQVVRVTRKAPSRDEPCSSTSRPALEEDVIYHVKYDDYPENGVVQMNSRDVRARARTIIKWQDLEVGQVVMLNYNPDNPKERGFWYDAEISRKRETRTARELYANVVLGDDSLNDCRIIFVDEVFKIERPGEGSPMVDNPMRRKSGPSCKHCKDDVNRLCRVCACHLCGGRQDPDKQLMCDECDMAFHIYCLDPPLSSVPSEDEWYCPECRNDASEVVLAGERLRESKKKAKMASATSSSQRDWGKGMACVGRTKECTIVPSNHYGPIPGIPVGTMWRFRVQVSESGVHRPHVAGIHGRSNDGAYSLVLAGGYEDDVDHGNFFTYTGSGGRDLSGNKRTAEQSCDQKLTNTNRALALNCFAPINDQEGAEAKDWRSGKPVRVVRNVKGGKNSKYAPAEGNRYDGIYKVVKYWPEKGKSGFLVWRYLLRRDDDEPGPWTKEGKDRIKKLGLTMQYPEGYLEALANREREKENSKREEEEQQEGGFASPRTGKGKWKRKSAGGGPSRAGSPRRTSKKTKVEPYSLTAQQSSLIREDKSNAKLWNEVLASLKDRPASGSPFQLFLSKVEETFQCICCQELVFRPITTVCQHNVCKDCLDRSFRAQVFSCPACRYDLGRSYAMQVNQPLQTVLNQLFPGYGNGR
Starred values were filed as active, the others as inactive; / = not tested or not shown.

Every second line gives: rCAG binder, NR1D1 modulator, PRMT1 FP inh, HTRA1 inhibitor, LEDGF integ inh, PG9 Ab binder, TCR CD3 inh, mABHD4 FP, MBD2 inh, UHRF1 MBD2 ctr
> FC(F)(F)c1cccc(-c2nc(COc3ccc(Cl)cc3Cl)no2)c1
 : -4, 14, 5, -8, -1, -4.5, -3, 1, -1, 0
> CC1(NC(=O)C2CCN(C(=O)Nc3ccccc3)CC2)CCS(=O)(=O)C1 (stereo not given)
 : -1, 2, -3, 10, 0, 1.0, 8, 3, -1, 0
> Cc1ccccc1Nc1nc(N)nc(COC(=O)c2c(C)noc2C)n1
 : 1, -7, -7, -5, 2, -0.9, 8, -4, 5, -3
> COc1cccc(CC(NC(C)=O)C(=O)NC2CCN(c3nc(C)cc(C)c3C#N)CC2)c1 (stereo not given)
 : -2, 3, 0, -6, 1, -0.2, 3, 0, 2, 5
> O=C1[C@H](Cc2ccccc2)NCC=CC[C@@H](c2ccc(Cl)cc2)N1Cc1ccc(Cl)cc1
 : -3, -2, 0, -30, 0, 0.6, 4, 5, -3, -3
> CN(CCCNC(=O)Cn1cccc1C(=O)c1ccccc1)C1CCCCC1
 : 0, -3, -5, 4, 2, 1.1, 1, 1, 3, -2
> CCC(C)C(NC(=O)C1CCC(C)CC1)C(=O)NCCc1ccc(S(N)(=O)=O)cc1 (stereo not given)
 : 2, 7, -5, -2, 4, -2.2, 4, -8, -1, 3
> COc1ccc(C2Nc3ccccc3C(=O)N2Cc2ccc(C)o2)cc1COc1c(C)cccc1C (stereo not given)
 : /, 3, 39*, /, -4, /, /, -34, 7, 2
> Cc1c(C(=O)N2CCCc3ccccc32)oc2ccc(S(=O)(=O)N3CCOCC3)cc12
 : 6, -4, 1, -1, -1, 1.5, 0, -1, 2, -4
> C=CCOc1ccc(/C=C(\C#N)C(=O)Nc2ccccn2)cc1OC
 : 1, 2, -1, 8, -1, 8.6, -4, 1, -5, 1
> Cc1ccccc1NC(=O)Cc1cccs1
 : 5, -1, -2, 6, 1, 0.2, -1, -1, -7, -3
> CCCCOC(=O)Nc1nnc(CC(=O)NCc2ccccc2)s1
 : -2, -1, 2, -7, -4, -2.4, -1, -2, 2, 0
> O=C(O)CCc1ccc(-c2ccc(F)cc2)n1Cc1ccco1
 : 2, -5, 10, -3, -7, -0.1, -7, 6, -2, 0
> O=C1c2ccccc2C(=Cc2cccnc2)c2ccccc21
 : 15, 8, 7, 29, -3, -2.1, -1, 16, -1, -3
> Nc1c(S(=O)(=O)c2ccccc2)c2nc3ccccc3nc2n1Cc1ccco1
 : 12, 8, 33*, -6, 3, 0.1, -8, -14, 0, -2

Structures from the list above containing sulfur (six):
Every second line gives: rCAG binder, NR1D1 modulator, PRMT1 FP inh, HTRA1 inhibitor, LEDGF integ inh, PG9 Ab binder, TCR CD3 inh, mABHD4 FP, MBD2 inh, UHRF1 MBD2 ctr
> CC1(NC(=O)C2CCN(C(=O)Nc3ccccc3)CC2)CCS(=O)(=O)C1 (stereo not given)
 : -1, 2, -3, 10, 0, 1.0, 8, 3, -1, 0
> CCC(C)C(NC(=O)C1CCC(C)CC1)C(=O)NCCc1ccc(S(N)(=O)=O)cc1 (stereo not given)
 : 2, 7, -5, -2, 4, -2.2, 4, -8, -1, 3
> Cc1c(C(=O)N2CCCc3ccccc32)oc2ccc(S(=O)(=O)N3CCOCC3)cc12
 : 6, -4, 1, -1, -1, 1.5, 0, -1, 2, -4
> Cc1ccccc1NC(=O)Cc1cccs1
 : 5, -1, -2, 6, 1, 0.2, -1, -1, -7, -3
> CCCCOC(=O)Nc1nnc(CC(=O)NCc2ccccc2)s1
 : -2, -1, 2, -7, -4, -2.4, -1, -2, 2, 0
> Nc1c(S(=O)(=O)c2ccccc2)c2nc3ccccc3nc2n1Cc1ccco1
 : 12, 8, 33*, -6, 3, 0.1, -8, -14, 0, -2

The list continues.
Every second line gives: rCAG binder, NR1D1 modulator, PRMT1 FP inh, HTRA1 inhibitor, LEDGF integ inh, PG9 Ab binder, TCR CD3 inh, mABHD4 FP, MBD2 inh, UHRF1 MBD2 ctr
> CC(C)C(=O)Nc1cccc(S(=O)(=O)NC2=NCCC2)c1
 : 1, 3, 5, 6, -2, 0.1, -9, -5, 0, 4
> CCOc1ccccc1-n1nnnc1SCc1nc2ccccc2s1
 : 4, -5, -2, -27, -4, -0.3, 4, -10, -2, 5
> O=C(Nc1ccccc1)c1cc(C2COCCN2C(=O)c2ccccn2)on1 (stereo not given)
 : 1, 5, 4, /, -5, 1.5, -3, -5, 4, 4
> CCOC(=O)c1nn(-c2ccc(F)cc2)c(=O)cc1OCC(=O)N1CCN(c2ccccc2)CC1
 : -2, -3, -2, -3, 4, 0.4, 7, 0, 1, -2
> CC(OC(=O)c1ccc(Cl)c(S(N)(=O)=O)c1)C(=O)NCC1CCCCC1 (stereo not given)
 : 2, 7, -7, -2, 0, -2.8, -4, -1, 0, -1
> CN(C)CC(=O)N1CCc2ccccc2C1
 : 0, -2, 0, 5, -3, 0.2, 12, 11, -2, 0
> CCN(CC(=O)Nc1c(F)cccc1F)C(=O)c1cc2ccccc2oc1=O
 : -2, 4, 3, 1, -2, 1.3, -11, -2, 1, 0
> CCCCc1nnc(NC(=O)C2CC(=O)N(Cc3ccccc3)C2)s1 (stereo not given)
 : -1, 9, -2, 3, 3, -2.2, 4, -1, -1, 0
> CCNC(=O)CSc1nc2cc([N+](=O)[O-])ccc2n1-c1cccc(C(F)(F)F)c1
 : 2, -1, 4, 1, 4, -2.6, -6, 2, 3, 9
> O=C(NCc1ccc(F)cc1F)c1cc(COc2c(F)cccc2F)on1
 : -3, 5, 2, -6, -1, -0.7, 0, -2, 4, 4
> O=C(CC[C@H]1O[C@@H](n2cnc3c(NC(=O)c4ccccc4)ncnc32)[C@H](O)[C@@H]1O)NCC1CCCO1 (stereo not given in full)
 : 0, 0, 0, /, -4, -1.4, 3, 5, 2, -1
> CN(C)S(=O)(=O)c1cccc(NC(=O)c2cc(=O)[nH]c(=O)[nH]2)c1
 : 2, 1, -2, -1, 11, -0.6, 3, -7, -1, -1
> COc1ccc(C(=O)NC(=S)NNC(=O)c2c(-c3ccccc3)noc2C)cc1OC
 : 14, -2, -5, /, -3, 0.3, 0, 1, -6, -5
> COc1ccc(NC(=O)CN(C)C(=O)C(C)Sc2ccccc2)cc1 (stereo not given)
 : -3, 2, -1, 1, 0, -1.2, -1, -2, -3, -1
> COc1ccc(Cl)cc1NC(=O)C/C(C)=N/NC(=O)C(=O)NCc1ccccc1
 : 8, 1, -5, -9, 0, -1.1, 2, -17, -4, 1

Continued.
Every second line gives: rCAG binder, NR1D1 modulator, PRMT1 FP inh, HTRA1 inhibitor, LEDGF integ inh, PG9 Ab binder, TCR CD3 inh, mABHD4 FP, MBD2 inh, UHRF1 MBD2 ctr
> O=C(Nc1ccc(Cl)cc1)C1CCCN(c2ncnc3c2nc2n3CCCCC2)C1 (stereo not given)
 : -2, 10, 2, -6, 0, -0.8, 0, 1, 5, 0
> COc1ccc(CNC(=O)C/C(C)=N/NC(=O)c2cnccn2)cc1
 : -3, -4, -2, 8, 8, -1.1, 1, 1, -6, -1
> O=C(O)C1CC(=O)N(Cc2ccc(F)cc2)C1 (stereo not given)
 : -2, -2, 3, 2, 3, -1.9, -9, 7, 4, 3
> COC(=O)c1ccc(N/C(=N/S(=O)(=O)c2ccccc2)c2ccccc2)cc1
 : -1, 2, -2, 7, -4, -1.6, 5, -6, 3, -1
> Cc1onc(-c2c(F)cccc2Cl)c1C(=O)OCC(=O)NC1CC1
 : -3, -1, 1, 2, 1, 0.0, 6, 5, 1, 0
> COc1ccc(CN2C(=O)CCC2(C)C(=O)NCc2cccnc2)c(OC)c1 (stereo not given)
 : 2, -1, 3, -1, -1, 0.1, -4, -9, 2, 6
> Cc1ccc2cc(C)c(N3CCN(c4ccc(F)cc4)CC3)nc2c1
 : -1, 11, -1, -2, 4, -2.3, -2, 4, -2, 0
> Cc1ccc(C(=O)NC(NCC2CCCO2)C(Cl)(Cl)Cl)cc1 (stereo not given)
 : 1, 2, 2, -5, -10, 0.7, 2, -3, 6, 6
> COc1cc(/C=C2/SC(=S)N(c3ccccc3)C2=O)ccc1Oc1nc(N2CCOCC2)nc(N2CCOCC2)n1
 : 3, 1, -3, 0, -2, -1.2, 6, -6, 5, -2
> CCCCN(C(=O)c1cc2ccccc2o1)c1c(N)n(CCC)c(=O)[nH]c1=O
 : -1, 3, -3, 0, 0, -1.4, -1, 3, -1, 2
> CCOC(=O)C(NC(=O)c1ccccc1Cl)(Nc1ccc(C)c(C)c1)C(F)(F)F (stereo not given)
 : -4, -3, 1, 8, -3, 0.1, -4, 11, 4, 2
> COc1cc(/C=C/c2[nH]c(=O)[nH]c(=O)c2[N+](=O)[O-])cc([N+](=O)[O-])c1O
 : 3, 0, 0, -2, 2, -26, 7, 9, -19, -5
> CC(C)(C)NC(=O)CN1C(=O)NC(c2ccccc2)(c2ccccc2)C1=O
 : -1, -2, 2, -1, -4, -1.7, 1, 2, 5, -1
> COc1ccc(NC(=O)CCCN2C(=O)C(c3ccccc3)Oc3cccnc32)cc1OC (stereo not given)
 : -2, 4, -5, 10, -4, -1.2, 0, -2, -1, 2
> COC(=O)c1cc(S(=O)(=O)N2CCN(c3ccc(F)cc3)CC2)cn1C
 : -5, -1, 3, 0, 0, -3.5, 0, -6, 0, 1

The final 4 records of the section before are carried over, then new ones follow.
Every second line gives: rCAG binder, NR1D1 modulator, PRMT1 FP inh, HTRA1 inhibitor, LEDGF integ inh, PG9 Ab binder, TCR CD3 inh, mABHD4 FP, MBD2 inh, UHRF1 MBD2 ctr
> COc1cc(/C=C/c2[nH]c(=O)[nH]c(=O)c2[N+](=O)[O-])cc([N+](=O)[O-])c1O
 : 3, 0, 0, -2, 2, -26, 7, 9, -19, -5
> CC(C)(C)NC(=O)CN1C(=O)NC(c2ccccc2)(c2ccccc2)C1=O
 : -1, -2, 2, -1, -4, -1.7, 1, 2, 5, -1
> COc1ccc(NC(=O)CCCN2C(=O)C(c3ccccc3)Oc3cccnc32)cc1OC (stereo not given)
 : -2, 4, -5, 10, -4, -1.2, 0, -2, -1, 2
> COC(=O)c1cc(S(=O)(=O)N2CCN(c3ccc(F)cc3)CC2)cn1C
 : -5, -1, 3, 0, 0, -3.5, 0, -6, 0, 1
> Cc1ccc2nc(CC(O)(c3ccccc3)c3ccccc3)ccc2c1
 : 5, 0, 2, -24, -1, -0.8, -1, -4, 3, -1
> COC(=O)CSc1nnnn1-c1cccc2ccccc12
 : -3, 5, -2, -2, 23*, 1.2, 0, 2, 3, -1
> COc1ccccc1C(=O)Oc1ccc(N2C(=O)CCC2=O)cc1
 : -4, -4, 3, 1, 5, 1.4, -1, 1, 2, 3
> Cc1c(C(=O)N2CCCCC2)c(S(=O)(=O)N2CCN(c3ccc(F)cc3)CC2)c(C)n1C
 : -4, -4, -1, -9, 3, 0.5, -2, 7, 1, 0
> CCOC(=O)c1c(C)[nH]c(C)c1C(=O)CSc1nc2ccccc2n1CCC#N
 : -3, 4, 0, -4, 1, 0.4, 1, 8, 3, 3
> CC(=O)Nc1ccc(C2=NNC(=Nc3ccc(S(=O)(=O)N4CCOCC4)cc3)SC2)cc1
 : 20, 0, 60*, 1, 0, 0.2, -7, -30, -1, -6
> Cc1ccc(NC2=NC(c3ccccc3)n3c(nc(C)cc3=O)N2)c(C)c1 (stereo not given)
 : 8, -3, 2, -2, 1, -4.4, 9, 5, 1, 3

Some of the compounds tested (hit frequency here may not be typical).
